PGK inhibitor = blocks T. brucei phosphoglycerate kinase. Potency, µM (titrated, usually from 57.5 µM), without a hit: at the highest dose activity change, negative = inhibition, actives largely listed as inhibitors. PGK/GAPDH coupled, Kinase-Glo luminescence, 60 min. AID 602233. P07378. hit rate 0.043% among 380,000; also: % is scaled to controls: 0 for no effect and ±100 for the full control effect; nearly all actives have a fitted effect of over 60% in size
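Recombinant glycosomal PGK reaction used 1,3-bisphosphoglycerate generated in-well by GAPDH (100nM final) in 100mM TEA pH 7.6, 5mM MgCl2, 0.01% Tween-20. After 60 minutes at room temperature, ATP was read by Kinase-Glo Plus luminescence end-point.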
GLS inh = inhibitors of human glutaminase (GLS) | O94925 | GLS enzymatic activity, qHTS titration | Potency, µM (top dose mostly 45.5 µM), inactives show at the highest dose activity change, negative = inhibition, actives largely listed as inhibitors | hit rate 0.21% among 410,000 | AID 624170; also: % is scaled to controls: 0 for no effect and ±100 for the full control effect
Target sequence (O94925 whole entry, looked up): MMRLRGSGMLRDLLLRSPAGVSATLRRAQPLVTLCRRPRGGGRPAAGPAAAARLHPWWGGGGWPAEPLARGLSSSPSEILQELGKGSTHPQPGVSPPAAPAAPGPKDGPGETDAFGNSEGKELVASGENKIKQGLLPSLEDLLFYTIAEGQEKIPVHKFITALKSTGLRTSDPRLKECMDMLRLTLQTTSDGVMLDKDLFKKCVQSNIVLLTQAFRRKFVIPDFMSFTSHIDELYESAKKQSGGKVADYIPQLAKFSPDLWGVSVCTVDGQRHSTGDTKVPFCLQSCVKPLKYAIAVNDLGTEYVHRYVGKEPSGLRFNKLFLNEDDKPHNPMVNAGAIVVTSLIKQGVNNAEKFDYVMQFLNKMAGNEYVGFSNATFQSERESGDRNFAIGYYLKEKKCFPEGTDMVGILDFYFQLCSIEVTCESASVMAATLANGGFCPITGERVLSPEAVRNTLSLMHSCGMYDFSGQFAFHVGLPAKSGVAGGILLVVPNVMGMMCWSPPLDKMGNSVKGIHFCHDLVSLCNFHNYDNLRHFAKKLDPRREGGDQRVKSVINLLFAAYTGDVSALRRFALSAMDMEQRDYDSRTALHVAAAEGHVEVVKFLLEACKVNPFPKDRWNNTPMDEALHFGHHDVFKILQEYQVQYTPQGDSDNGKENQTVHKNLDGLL
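hKGA; 45 mM KH2PO4 pH 8.2 + 0.02% Tween-20; cpd via pin tool; 1 mM Gln soln; GluOx/HRP/Amplex Red; RT 30 min; fluor. t0 & final.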
HP1b chromo inh = inhibitors of HP1-beta chromodomain binding to methylated histone tails | Potency, µM (top dose mostly 114 µM), inactives show at the top dose activity change, negative = inhibition, usual class: inhibitors | hit rate 0.56% among 390,000 | AID 540317 | AlphaScreen HP1-beta / biotin-H3K9me3 peptide binding | P83916; also: nearly all actives have a fitted effect of over 70% in size; inactives centre near 23
Target sequence (P83916 whole entry, looked up): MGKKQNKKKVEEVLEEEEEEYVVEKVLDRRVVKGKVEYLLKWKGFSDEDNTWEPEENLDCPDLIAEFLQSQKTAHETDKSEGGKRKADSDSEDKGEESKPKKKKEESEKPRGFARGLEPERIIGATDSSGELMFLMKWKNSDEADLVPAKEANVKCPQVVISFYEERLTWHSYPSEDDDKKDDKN
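Compound inhibition of the preformed complex between 50 nM HP1-beta and 50 nM biotinylated H3K9me3 peptide was read by AlphaScreen. Buffer was PBS pH 7.4 with 0.01% Tween-20. Incubations ran 30 min at room temperature, with 10 ug/mL donor/acceptor beads.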
ALOX12 inh = blocks human arachidonate 12S-lipoxygenase | hit rate 1.1% among 580,000 | P18054 | Potency, µM (highest dose often 108 µM), for inactives: at the top dose activity change, negative = inhibition, hits mostly inhibitors | purified 12hLO, xylenol orange hydroperoxide absorbance; also: % is scaled to controls: 0 for no effect and ±100 for the full control effect
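Purified human 12hLO at 150 nM in 25 mM Hepes, 0.01% Triton X-100, pH 7.0, preincubated 15 min at room temperature with compound. Reaction started with 40 uM arachidonic acid, 30 min at room temperature. Hydroperoxide measured by Fe-xylenol orange, 573/405 nm absorbance ratio.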
TrxR1 inh = blocks rat thioredoxin reductase 1; O89049; recombinant rTrxR1, NADPH fluorescence consumption, selenite substrate; Potency, µM (highest dose often 114 µM), inactives show at the top dose activity change, negative = inhibition, actives largely listed as inhibitors; hit rate 1% among 390,000; AID 588453; also: % is scaled to controls: 0 for no effect and ±100 for the full control effect; nearly all actives have a fitted effect of over 65% in size
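Rat TrxR1 (90 nM in the dispensed reagent) was pre-reduced with 400 uM NADPH for 5 min at room temperature, then incubated with compound for 15 min. After 400 uM selenite was added, NADPH fluorescence (Ex 340/Em 450 nm) was followed for 8 min.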
ERG Ets-DNA blk = ERG Ets/DNA interaction inhibition | Potency, µM (doses to about 76.9 µM), inactives show top-dose FP activity, negative = inhibition, actives largely listed as inhibitors | hit rate 0.028% among 370,000 | fluorescence polarization, His-ERG Ets domain / labelled DNA | AID 624246 | P11308; active = well fitted inhibition curve with a large enough effect in the polarisation, with a control signal flat; inconclusive = small, poorly fitted or top-dose-only effect, or effect the other way, or a change in a side signal; inactive = no such curve, though single readings can be large or run the other way; the % refers to the polarisation;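 also: polarization taken with two DNA probes labelled with fluorescein and Texas red; % of control where 0% means no effect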
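His-tagged ERG Ets domain (1 uM in the protein solution; 300mM KCl, 50mM Tris-HCl, 1mM EDTA, 1mM DTT, pH 7.5) received compound, then a probe mix of 5 nM fluorescein-DNA and 100nM Texas-615-DNA. Fluorescence polarization was read for both dyes.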
JMJD2A Tudor inh = blocks the human JMJD2A Tudor domain. hit rate 4.4% among 390,000. Potency, µM (highest dose often 114 µM), for inactives: at the top dose activity change, negative = inhibition, most hits filed as inhibitors. AID 504339. AlphaScreen JMJD2A-Tudor / H3K4me3 peptide binding; also: % is scaled to controls: 0 for no effect and ±100 for the full control effect; nearly all actives have a fitted effect of over 50% in size
Pin1 inh = blocks the human prolyl isomerase Pin1 | Pin1 FP peptide displacement, HiFluor488, 10 min | Potency, µM (doses to about 115 µM), inactives show at the highest dose activity, negative = inhibition, hits mostly inhibitors | hit rate 0.009% among 390,000 | AID 504891; active = well fitted inhibition curve with a large enough effect in the polarisation, with a control signal flat, not every such curve was filed as active; inconclusive = small, poorly fitted or top-dose-only effect, or effect the other way, or a change in a side signal; inactive = no such curve, though single readings can be large or run the other way; the % refers to the polarisation; also: % is scaled to controls: 0 for no effect and ±100 for the full control effect
Target sequence (Q13526 whole entry, looked up): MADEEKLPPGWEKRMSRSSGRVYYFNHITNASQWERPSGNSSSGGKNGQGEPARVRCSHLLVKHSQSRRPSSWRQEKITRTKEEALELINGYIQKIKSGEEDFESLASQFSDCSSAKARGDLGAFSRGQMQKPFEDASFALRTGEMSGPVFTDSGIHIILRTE
RGS4 inh = human RGS4 inhibition | P49798 | Transcreener GDP fluorescence polarization, RGS4-accelerated GTP hydrolysis | Potency, µM (top dose mostly 114 µM), for inactives: at the highest dose activity change, negative = inhibition, hits mostly inhibitors | hit rate 0.039% among 390,000 | AID 504845; also: % is scaled to controls: 0 for no effect and ±100 for the full control effect; nearly all actives have a fitted effect of over 75% in size; some results filed as inactive show a strong effect at the top dose
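MLSMR compounds (23 nl, pin-transferred) preincubated 10 min at room temperature with a 500nM (2x) first reagent, then RGS4 at 900nM (2x) plus Transcreener GDP mix added; fluorescence polarization (620/688 nm) read before and after 90 min at 30 °C.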
Active calls of the source: *; i = inactive; ? = inconclusive; . = no result given; [ ] = dose if it differs, or a comment. Unless noted, calls follow the shape of the dose curve; as a rule, active = well fitted curve in the direction sought with a large enough effect; inconclusive = small, poorly fitted or top-dose-only effect, or another doubt; inactive = no such curve, though single readings can be large; an effect the other way counts as inactive or inconclusive. Potency is read from the fitted curve at half-maximal effect. This is a subset. The share of hits here may be higher or lower than overall.

SMILES	PGK inhibitor	GLS inh	HP1b chromo inh	ALOX12 inh	TrxR1 inh	ERG Ets-DNA blk	JMJD2A Tudor inh	Pin1 inh	RGS4 inh
COc1cc(/C=C2\SC(=S)N(NC(=O)c3ccc(O)c(OC)c3)C2=O)ccc1O	-19%	28%	50µM*	?	-2%	140%[activator]	56µM*	?	-28%
CCOc1ccc(/C=C/c2nc3ccccc3n2S(=O)(=O)c2ccc(Br)cc2)cc1	-14%	-11%	29%	0%	-21%	?	-16%	-1%	14%
CC(C)Nc1cc(N2CCCC2)ccc1[N+](=O)[O-]	2%	16%	14%	7%	17%	.	-15%	2%	9%
Cc1ccc(S(=O)(=O)n2ccc(OC(=O)c3cccs3)n2)cc1	-6%	21%	79%[activator]	0%	-10%[57.1 µM]	5%	29%	14%	-10%
CCc1cccc2c1NC(=O)C21N2CCCC2C(C(=O)c2ccc3ccccc3c2)C12C(=O)Nc1ccccc12 (stereo unspecified)	-7%	9%	?	-11%	?	-12%	?	16%	-18%
CC(NC(=O)c1cccnc1)C(c1cccs1)N1CCN(c2ccccc2F)CC1 (stereo unspecified)	-10%	2%	40%[activator]	-12%	-1%	-16%	4%	-1%	1%
Cc1ccccc1C(=O)c1cccn1CC(=O)NCCCc1ccccc1	i	5%	10%	14%	17%	-12%	-28%	1%	43%
COc1ccccc1CNC(=O)c1ccccc1SCC(=O)NCc1ccco1	3%	15%	0%	?	9%	4%	-34%	0%	-10%
CCOC(=O)C1CCN(C(=O)c2ccc3c(c2)OCCO3)CC1	-10%	-1%	31%	2%	16%	-11%	-13%	4%	-19%
CCN1CCN(S(=O)(=O)c2c(C)[nH]c(C)c2C(=O)N2CCCCC2)CC1	i	-4%	19%	-6%	11%	-7%	-16%	0%	15%
Cc1nn(C)c(C(=O)N/N=C/c2cccc(Oc3ccccc3)c2)c1Br	-3%	?	6%	257%[activator]	-6%	?	-14%	1%	-19%
CN(C(=O)c1ccc(NC(=O)Cc2cccc(NC(=O)C3CCN(C(=O)C4CC4)CC3)c2)cc1)C1CC1	-11%	1%	43%[activator]	-5%	-31%	-18%	-6%	-8%	-20%
O=C(CCS(=O)(=O)c1ccc(Br)s1)N1CCc2ccccc21	i	5%	4%	-21%	-6%	4%	-16%	2%	16%
CCC/C(O)=C1\C(=O)CC(C)(C)CC1=NCc1ccccc1	-7%	0%	30%	19%	7%	-3%	8%	-6%	9%
COc1ccc(N2C(=O)c3cccc4cccc(c34)C2=O)cc1	-4%	2%	40%[activator]	0%	4%[57.1 µM]	0%	-10%	1%	-4%
CCOC(=O)c1ccc(-n2c(=S)sc3c(=O)[nH]c(C)nc32)cc1	-10%	-18%	-39%	.	-12%	3%	?	2%	?
CC(=O)Nc1ccc2nc3c(=O)[nH]c(=O)[nH]c3nc2c1	.	.	28%	.	-4%	0%	-33%	?	?
CCN(CC)S(=O)(=O)c1cc(NC(=O)CSCc2c(C)noc2C)ccc1C	2%	3%	25%	2%	?	-11%	-3%	2%	-9%
O=C(CCl)Nc1ccc(S(=O)(=O)NC2=NCCCCC2)cc1	-1%	1%	38%	-4%	-48%[57.1 µM]	4%	-1%	-5%	-36%
COc1ccc2oc(=O)c(C(=O)NCCc3ccc(OC)c(OC)c3)cc2c1	-2%	4%	28%	?	-9%	5%	-23%	2%	3%

Reprinted from above (eleven entries):
SMILES	PGK inhibitor	GLS inh	HP1b chromo inh	ALOX12 inh	TrxR1 inh	ERG Ets-DNA blk	JMJD2A Tudor inh	Pin1 inh	RGS4 inh
COc1cc(/C=C2\SC(=S)N(NC(=O)c3ccc(O)c(OC)c3)C2=O)ccc1O	-19%	28%	50µM*	?	-2%	140%[activator]	56µM*	?	-28%
CCOc1ccc(/C=C/c2nc3ccccc3n2S(=O)(=O)c2ccc(Br)cc2)cc1	-14%	-11%	29%	0%	-21%	?	-16%	-1%	14%
CC(C)Nc1cc(N2CCCC2)ccc1[N+](=O)[O-]	2%	16%	14%	7%	17%	.	-15%	2%	9%
Cc1ccc(S(=O)(=O)n2ccc(OC(=O)c3cccs3)n2)cc1	-6%	21%	79%[activator]	0%	-10%[57.1 µM]	5%	29%	14%	-10%
CCc1cccc2c1NC(=O)C21N2CCCC2C(C(=O)c2ccc3ccccc3c2)C12C(=O)Nc1ccccc12 (stereo unspecified)	-7%	9%	?	-11%	?	-12%	?	16%	-18%
CC(NC(=O)c1cccnc1)C(c1cccs1)N1CCN(c2ccccc2F)CC1 (stereo unspecified)	-10%	2%	40%[activator]	-12%	-1%	-16%	4%	-1%	1%
Cc1ccccc1C(=O)c1cccn1CC(=O)NCCCc1ccccc1	i	5%	10%	14%	17%	-12%	-28%	1%	43%
COc1ccccc1CNC(=O)c1ccccc1SCC(=O)NCc1ccco1	3%	15%	0%	?	9%	4%	-34%	0%	-10%
CCOC(=O)C1CCN(C(=O)c2ccc3c(c2)OCCO3)CC1	-10%	-1%	31%	2%	16%	-11%	-13%	4%	-19%
CCN1CCN(S(=O)(=O)c2c(C)[nH]c(C)c2C(=O)N2CCCCC2)CC1	i	-4%	19%	-6%	11%	-7%	-16%	0%	15%
Cc1nn(C)c(C(=O)N/N=C/c2cccc(Oc3ccccc3)c2)c1Br	-3%	?	6%	257%[activator]	-6%	?	-14%	1%	-19%

(next part)
SMILES	PGK inhibitor	GLS inh	HP1b chromo inh	ALOX12 inh	TrxR1 inh	ERG Ets-DNA blk	JMJD2A Tudor inh	Pin1 inh	RGS4 inh
COc1ccc(OCC(=O)N/N=C/c2cccc3cccnc23)cc1	-5%	6%	19%	421%[activator]	19%	9%	79µM*	2%	-22%
O=C(COc1ncnc2ccccc12)NC1CCCCC1	9%	-2%	11%	-4%	3%	5%	-14%	-2%	14%
Cc1cc(N(C)C)c(C#N)c(N2CCOCC2)n1	-2%	0%	13%	4%	-4%	-11%	-14%	1%	-14%
CC(C)(C)OC(=O)[C@H](NC(=O)OCc1ccccc1)c1ccccc1	3%	0%	98%[activator]	-19%	-10%	3%	44%[activator]	?	12%
O=C1C[C@@H]2CCN3C(=O)CCC[C@@H]([C@H]23)[C@@H]1Cc1ccccc1	-6%	0%	26%	?	2%	3%	-13%	1%	-12%
COc1cc2c(C(=O)N3CCN(c4ccccc4)CC3)c(C)oc2cc1Br	-4%	13%	2%	7%	28%[57.1 µM]	3%	?	7%	8%
Nc1cnn(C2CCCO2)c(=O)n1 (stereo unspecified)	i[11.5 µM]	0%	16%	6%	-10%	.	-3%	-3%	4%
CN1CCN(S(=O)(=O)c2ccc(N3CCc4ccccc4C3)nc2)CC1	-1%	?	-16%	-3%	10%[57.1 µM]	2%	8.9µM*	-10%	?
CNC(=O)CSc1nnc(-c2cnccn2)n1C	-9%	-21%	40%[activator]	-3%	19%	3%	-1%	0%	-5%
CO/N=C/c1ccc(N2CCOCC2)c([N+](=O)[O-])c1	2%	6%	21%	0%	9%[57.1 µM]	4%	-10%	-5%	-5%
COc1cccc(OC)c1OCC(C)CNCC1CCCO1 (stereo unspecified)	?	-7%	71µM*	?	-22%	.	3.5µM*	-9%	2%
COC(=O)c1[nH]c2ccc(F)cc2c1NC(=O)Nc1ccc(OC)cc1	-10%	-2%	15%	-11%	14%[57.1 µM]	-13%	9%	0%	-13%
CN(C)CCSc1nc(N)c2c3c(sc2n1)CN(C)CC3	0%	-13%	10%	61%[activator]	3%	2%	-14%	13%	-14%
COC(=O)c1sccc1NC(=O)c1cccnc1	-8%	-1%	-1%	0%	20%	-5%	89µM*	3%	29%
Cc1cc2c(c(=O)n1C1CC1)C(c1cccc(Cl)c1)C(C#N)=C(N)O2 (stereo unspecified)	3%	9%	50%[activator]	9%	6%[57.1 µM]	-1%	-12%	17%	-17%
O=C(CNS(=O)(=O)c1cccs1)N1CCN(c2ccccn2)CC1	3%	6%	13%	0%	2%[57.1 µM]	-4%	-20%	1%	25%
Cc1ccc(Cn2nnc3c(=O)[nH]c(C4CCN(S(=O)(=O)/C=C/c5ccccc5)CC4)nc32)cc1	-8%	-9%	-12%	?	19%	-9%	-25%	-3%	-9%
COC(=O)C1C2C=CC(C3CC23)C1C(=O)OCC(=O)c1ccc(OC)cc1 (stereo unspecified)	5%	-2%	22%	0%	-9%	7%	-6%	0%	48%
CN1CCCN(Cc2nc(-c3cccc(C(F)(F)F)c3)no2)CC1	-2%	1%	62%[activator]	74%[activator]	2%	10%	-13%	2%	-35%

High-throughput results as filed in PubChem.
